dFosB activator – activators of mouse delta FosB homodimer; activation, % at 25 µM; P13346; purified delta FosB, TAMRA-CDK5 oligo fluorescence polarization; percent of positive-control signal above neutral wells; 340,000 tested, 0.99% active;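 active means mean activation above about 17%, with every replicate also reaching it, limit read from the data, passing the limit was not always enough; inconclusive means only one of the two conditions met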;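 further: fluorescence polarization rise as delta FosB binds a TAMRA Cdk5 AP-1 oligo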
Target sequence (P13346 whole entry, looked up): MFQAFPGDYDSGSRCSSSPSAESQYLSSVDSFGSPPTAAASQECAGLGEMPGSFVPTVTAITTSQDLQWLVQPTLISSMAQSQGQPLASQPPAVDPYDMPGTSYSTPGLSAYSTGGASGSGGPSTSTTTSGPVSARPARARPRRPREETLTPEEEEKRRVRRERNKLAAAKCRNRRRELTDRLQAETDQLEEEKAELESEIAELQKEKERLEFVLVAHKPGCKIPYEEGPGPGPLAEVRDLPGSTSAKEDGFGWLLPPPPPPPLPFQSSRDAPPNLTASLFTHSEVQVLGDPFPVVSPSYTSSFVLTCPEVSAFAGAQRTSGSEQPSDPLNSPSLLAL
NSD2 HMT inh – inhibitors of human histone methyltransferase NSD2; O96028; NSD2 peptide methylation, AlphaScreen, 120 min; inhibition, % at 12.5 µM; 310,000 tested, 0.54% active; AID 743445; in the data active means inhibition above about 50%
PfHsp90 yeast 2 – reduces growth (ATP signal) of yeast expressing P. falciparum Hsp90; inhibition, % at 9.4 µM; 310,000 tested, 0.32% active; S. cerevisiae expressing PfHsp90, BacTiter-Glo ATP, 48 h; yeast lacking PDR1 and PDR3 efflux regulators;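 active means every replicate shows inhibition above about 80%, whatever the replicate mean, limit read from the data; inconclusive means mean inhibition reaches the set limit but some replicate falls short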;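 further: 0% = DMSO neutral controls and 100% = 20 µM radicicol positive controls; yeast relying on Plasmodium falciparum Hsp90 in place of its own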
Mot1-301 SUMO – SUMOylation pathway inhibition by Mot1-301 growth rescue; S. cerevisiae Mot1-301 growth rescue, ATP luminescence, 38.5C; percent above DMSO median, 100 means doubled; growth rescue, % at 18.8 µM; 320,000 tested, 1% active; AID 2716;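 active means every valid replicate shows activation above 250% relative to neutral control wells; inactive means the rest, any valid replicate at or below 250%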;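 further: OY570 slx delta 5 strain wells were the positive control but not used for scaling; some compounds called inactive have numbers as strong as hits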
CDK5 p35 inh – inhibitors of human CDK5/p35 kinase. Q00535+Q15078. Recombinant CDK5/p35, ADP-Glo luminescence, 60 min. inhibition, % at 10 µM. 330,000 tested, 0.01% active;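 active means highest replicate inhibition of at least 50% and at least 75% of replicates reaching 50%; inconclusive means only one of the two criteria met; inactive means both criteria failed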;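 further: plate controls were DMSO neutral control for no effect and GW8510 at 10 µM for full effect; many of its hits are not listed in these tables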
cardiac RTF act – increases calcium sensitivity of human cardiac regulated thin filaments. P19429+P45379. 340,000 tested, 0.24% active. IANBD-labeled TnC RTF fluorescence at EC20 calcium; 0% EC20 calcium, 100% full calcium. AID 493008. activation, % at 7.2 µM;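 active means activation above the mean over all tested compounds plus 3 SD, cut at about 30% in these data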;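 further: rise in fluorescence read as greater calcium sensitivity of cardiac thin filaments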
Cardiac RTF inh – cardiac RTF calcium desensitization; P19429+P45379; IANBD-labeled cardiac RTF, Ca2+ fluorescence; inhibition, % at 7.15 µM; 340,000 tested, 0.12% active; AID 493244;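 active means inhibition above the mean inhibition of all tested compounds plus 3 SD, cut at about 17% in these data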;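 further: assay run at fixed EC70 calcium of 1.6 mM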
LANA DNA inh – KSHV C-LANA DNA binding inhibition; MBP-C-LANA/FAM-LBS DNA binding, fluorescence polarization; inhibition, % at 9 µM; 340,000 tested, 0.078% active;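 active means highest replicate inhibition at or above 60% at 9 µM, even if other replicates fall short; inactive means all replicates below 60% inhibition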;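 further: 0% = neutral control wells and 100% = 4 µM acridine orange control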
PvdQ inh – P. aeruginosa PvdQ acylase inhibition; purified PvdQ acylase, fluorescence plate reader; inhibition, % at 10 µM; 340,000 tested, 0.063% active; in the data active means inhibition above about 30%, passing the limit was not always enough; inconclusive means no clear call, values can overlap the other calls;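 further: 0% = vehicle neutral wells and 100% = reference inhibitor wells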
Keap1-Nrf2 PPI – Keap1-Nrf2 (human) interaction inhibition; Q14145; Keap1 Kelch-Nrf2 peptide fluorescence polarization, 1536-well; inhibition, % at 9.4 µM; 340,000 tested, 0.15% active; in the data active means inhibition above about 12%; inconclusive means no clear call, values can overlap the other calls; inactive means below about 7.3%;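 further: human Keap1 Kelch domain with fluorescein labeled Nrf2 9mer peptide probe; 0% = neutral control wells and 100% = peptide positive control; higher means more block of Keap1 binding to Nrf2 peptide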
Rtt109 HAT inh – C. albicans Rtt109 histone acetyltransferase inhibition | Q5AAJ8 | purified Rtt109/Vps75, ThioGlo CoA-SH fluorescence, 4 h | inhibition, % at 34.9 µM | 330,000 tested, 0.16% active;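 active means inhibition of at least 50% in every replicate; inconclusive means best replicate reaches 50% inhibition but some replicates fall short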
Target sequence (Q5AAJ8 whole entry, looked up): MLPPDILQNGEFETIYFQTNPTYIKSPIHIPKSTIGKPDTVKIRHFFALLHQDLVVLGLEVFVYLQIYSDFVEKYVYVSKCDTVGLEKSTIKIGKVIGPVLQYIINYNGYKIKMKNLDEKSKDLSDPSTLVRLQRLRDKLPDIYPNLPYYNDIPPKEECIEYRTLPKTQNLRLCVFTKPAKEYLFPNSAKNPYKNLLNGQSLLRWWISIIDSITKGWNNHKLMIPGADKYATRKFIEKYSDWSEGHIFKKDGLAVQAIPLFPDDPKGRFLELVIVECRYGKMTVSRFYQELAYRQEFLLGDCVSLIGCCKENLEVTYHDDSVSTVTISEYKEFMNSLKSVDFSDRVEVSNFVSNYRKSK
* marks the source's active call; other numbers are inactive results; ? = inconclusive; nt = not tested or not shown.

SMILES	dFosB activator	NSD2 HMT inh	PfHsp90 yeast 2	Mot1-301 SUMO	CDK5 p35 inh	cardiac RTF act	Cardiac RTF inh	LANA DNA inh	PvdQ inh	Keap1-Nrf2 PPI	Rtt109 HAT inh
Cc1ccc(NC2=C(Cl)C(=O)OC2OC(=O)c2ccco2)c(C)c1 (configuration not stated)	-7	2	-1	-3	-0.5	-1	-10	0.7	-9	0	3
CSc1nc2n(n1)C(c1ccccn1)C1=C(CC(C)(C)CC1=O)N2 (configuration not stated)	-10	3	-22	-11	-1.5	8	-2	-0.1	-4	-3	-4
Cc1cc(NC(=O)CSc2ncn(-c3ccccc3)n2)no1	-3	0	10	925*	-0.2	-3	1	1.6	-18	1	-2
COc1ccc(C(=O)NNC(=O)CSc2nnc(-c3ccc(O)cc3)n2C)cc1	-8	-4	-40	6	2.1	0	-15	-3.0	6	2	4
Cc1ccc(CN2CC34C=CC(O3)C(C(=O)NCc3ccc5c(c3)OCO5)C4C2=O)cc1 (configuration not stated)	2	-4	5	2	-0.5	2	-8	0.6	-11	3	-2
CCn1cc(C(=O)N[C@H](C(=O)NCCCOC)C(C)C)c(=O)c2cc3c(cc21)OCO3	0	1	16	-17	-2.6	4	-2	-1.0	-8	-4	-7
Cc1nn(CCC#N)c2nc(-c3ccccc3)cc(C(F)(F)F)c12	3	4	6	-9	-0.6	0	3	1.3	8	-2	-1
CCOc1ccc(CCNC(=O)c2[nH]c(C)c(C(C)=O)c2CC)cc1OCC	2	0	-8	-3	-0.2	-2	-7	0.2	-15	-2	nt
CCCS(=O)(=O)c1c(S(=O)(=O)CCC)c2c(C)cccn2c1C(N)=O	7	-5	-6	-6	1.5	-11	0	1.1	9	2	0
O=C(NCc1ccc2c(c1)OCO2)c1cc(-c2ccc(Cl)cc2Cl)on1	4	nt	-8	23	0.7	-1	-1	-0.7	-14	-3	-1
Cc1cc2ccccc2cc(C)c1=O	-3	5	3	-8	-1.8	4	5	1.1	-2	0	7
COc1ccc(C(=O)NCC2CCCO2)cc1 (configuration not stated)	2	-1	0	-31	1.6	-1	-6	1.0	3	-8	-3
O=C(CSc1nc2ccccc2c(=O)n1Cc1ccccc1)Nc1ccc(Br)cc1C(=O)O	-8	-3	-11	7	0.1	-4	4	1.6	-6	1	4
C=CCNc1nc2c(c(=O)[nH]c(=O)n2C)n1CC(O)COc1ccc2ccccc2c1 (configuration not stated)	-4	-1	-18	nt	-1.5	6	-2	-0.6	11	5	10
O=C(CSC(=S)N1CCCCC1)c1c(F)cccc1F	5	-1	3	21	1.8	3	-2	-0.5	-22	-1	-4
CCOCCCNC(=O)c1ccc(N(C)S(=O)(=O)c2ccc(OC)cc2)cc1	-1	-1	1	-4	1.0	-3	-1	0.0	-2	-3	-5
Cc1cc(=O)oc2cc(OCC(=O)N3CCN(c4ccccc4)CC3)c(Cl)cc12	-1	-1	-19	35	-3.4	1	0	2.3	-8	-1	-7
Cc1ccc(-c2[nH]c3ccccc3c2SCCNC(=O)c2cc3ccccc3oc2=O)cc1	-13	nt	-48	-11	0.0	-1	3	0.3	5	2	-13
Cc1nn(Cc2ccc(C(=O)N3c4ccc(F)cc4CCC3C)o2)c(C)c1Br (configuration not stated)	2	1	34	124	-1.4	0	-3	-0.2	-3	0	1
O=C1N=c2ccccc2=C1c1c(O)n(-c2cccc(F)c2)[nH]c1=O	0	4	17	3	-4.2	1	-9	0.4	8	1	8
O=C(/C=C/c1ccco1)Nc1cccnc1Cl	-6	12	-12	-1	3.8	1	-4	3.1	15	-7	nt
CCn1cc(C(=O)N[C@@H](C)C(=O)OC)c(=O)c2cc3c(cc21)OCO3	4	-9	13	21	1.0	-1	-1	-1.7	3	3	11
CC(=O)N1CCN(C(=O)CCc2nc3sc4c(c3c(=O)[nH]2)CCCC4)CC1	-1	-3	-11	11	-0.7	6	-10	-0.1	-11	-8	-3
COc1cc2c(cc1NC(=O)CSc1nnc(Cc3cccs3)n1Cc1ccco1)oc1ccccc12	-6	1	nt	-1	-0.3	1	-2	0.3	-9	-2	5
Cc1c(Cl)cccc1NC(=O)CSCC(N)=O	-5	nt	9	4	-1.1	3	-16	1.0	-11	-6	-25
COC(=O)c1c(C)[nH]c(C(=O)OCc2csc(CC(=O)Nc3ccccc3C)n2)c1C	-9	-1	nt	7	-1.4	0	5	-0.9	-13	-4	-14
CC(=O)c1cccc(NC(=O)c2cc(Cl)sc2Cl)c1	-7	-3	-32	0	-0.9	5	-19	-2.6	4	-5	5
CC(C)Cn1c(SCC(=O)NCCCN2CCCC2=O)nc2ccccc21	0	-2	nt	nt	1.0	5	-6	0.5	2	-6	14
O=C1N(CC(=O)N2CCc3ccccc32)CCN1Cc1ccc(Cl)cc1	-2	-1	11	105	0.4	7	-7	0.9	8	-3	-3
Cc1ccc(OCCC(=O)OCC(=O)Nc2cc(C)cc(C)c2)cc1	14	0	0	-2	1.4	1	-4	-1.3	-6	?	-7
C=CCC[C@@H](Cc1ccc(F)cc1)C(=O)OC[C@@H](NC(=O)[C@@H](CC=C)CC(=O)N(CCO)Cc1ccccc1)c1ccccc1	-11	nt	11	0	-0.7	-2	-3	0.3	-13	-7	-16
CCOc1ccc(CN(C)C(=O)c2ccc3c(c2)NC(=O)C(C)S3)cc1OC (configuration not stated)	0	1	-17	-3	0.2	0	-6	2.1	-13	-1	-3
Cc1cc(N2C(=O)c3ccc(C(=O)NCc4ccccc4)cc3C2=O)no1	-2	3	9	35	1.6	-4	-5	-1.5	10	0	19
Cn1c(=O)c2c(nc(SCCNS(=O)(=O)c3ccccc3)n2C)n(C)c1=O	8	0	7	-6	0.4	-2	-2	-1.2	-8	-4	2
Cc1ccnc(NC(=O)CCC(=O)N(CC(=O)NCc2ccc(F)cc2)CC2CCCO2)c1 (configuration not stated)	-8	-2	-2	7	-0.7	-2	-7	2.4	7	-2	-3
CNC(=O)CCSSCCC(=O)NC	0	5	-13	8	-2.4	1	-9	0.6	-8	-4	2
CCCCN(CCCC)S(=O)(=O)c1ccc(NC(=O)CN2CCOCC2)cc1	-20	-1	-8	7	0.3	0	-7	-1.2	-7	-5	1
C[C@H](CO)N1C[C@H](C)[C@@H](CN(C)S(=O)(=O)c2ccc(F)cc2)Oc2ccc(NC(=O)Nc3ccc4c(c3)OCO4)cc2C1=O	-6	nt	9	nt	-0.3	-10	-7	1.0	-1	7	6
N#CCCn1c(SCC(=O)Nc2ccc(N3CCOCC3)cc2)nc2ccccc21	-3	-1	14	-5	-1.1	1	3	-0.4	-6	-2	5
O=C(NC1CCCCCCC1)c1ccc2c(c1)OCO2	0	1	1	93	2.7	-4	-10	0.9	-9	-2	1
CSc1nnc(C)c(=O)n1COC(=O)COc1ccc(Cl)cc1Cl	-16	nt	-23	12	0.6	-2	-18	-1.4	-3	-3	-2
Cc1c(C(=O)c2ccc(F)cc2F)c2ccccn2c1CCC#N	6	1	19	47	-0.5	-4	3	1.0	6	1	5
N#Cc1ccc(S(=O)(=O)NCC(=O)OCC(=O)NCCc2ccccc2)cc1	2	0	-6	0	0.6	-1	-6	-2.7	-5	4	4
C/C(=N\OC(=O)c1c(-c2c(F)cccc2Cl)noc1C)c1nccs1	-2	-5	4	-8	-0.9	5	-4	0.3	-7	5	-8
CC(=O)N(c1cccc(C(F)(F)F)c1)c1nc(/C=C/C(=O)O)cs1	-2	-2	-7	81	1.0	-4	8	4.5	-14	-6	2
CSC1=NCCN1C(=O)c1ccc2ccccc2c1	-5	0	13	-9	0.9	-2	3	-0.7	-5	2	-7
COc1ccc(/C=N/NC(=O)CNC(=O)c2cccs2)cc1	-4	3	-32	292	-1.0	4	16	0.0	-1	1	0
COc1ccc(N(C)C(=O)c2ccc3snnc3c2)cc1	4	nt	12	-8	-0.7	-1	-5	-0.2	-7	-2	7
CN(c1ccccc1)S(=O)(=O)c1cccc(C(=O)Nc2ccc3c(c2)CCC3)c1	-10	-1	-5	-8	1.0	-1	-5	1.4	-12	-4	-9
Cc1c(C)n(C)c2ccc(C(=O)NCCCN3CCN(C)CC3)cc12	-6	25	-4	-3	-1.3	4	-6	-1.5	-14	-10	-33
CCCCOC(=O)C1=C(C)NC(=O)NC1c1ccc(OC)cc1 (configuration not stated)	-10	1	-9	105	-0.4	5	-5	0.8	-15	-1	0
CN1CCN(C(=S)Nc2cc([N+](=O)[O-])ccc2Cl)CC1	3	7	-9	78	1.3	-5	6	-1.2	4	-4	7
CCCC1=[N+](CC(=O)c2ccccc2)CCn2c(C)ccc21	-7	-1	8	52	-2.1	2	-22	0.5	-6	-4	1
O=C(COC(=O)COc1ccccc1)Nc1ncc(Cl)cc1Cl	4	-2	-6	3	-0.1	-7	0	-2.4	19	-4	-16
CN(CC(=O)Nc1ccc(F)c(F)c1F)C(=O)Cc1ccc2c(c1)OCCO2	-1	-1	-8	-13	-1.6	1	0	-1.3	-8	-1	-14
Cc1ccc(-n2nnnc2C(Cl)c2nnnn2-c2ccc(C)cc2)cc1	-6	2	110*	nt	1.6	1	-17	-0.6	-13	-23	1
CC(=O)Nc1ccc(NC(=O)Cc2sc(C)nc2-c2ccc(C)cc2)cc1	-3	-2	7	9	-0.2	4	-2	-1.1	-11	-2	-2
CCCCc1nnc(NC(=O)CCc2ccccc2)s1	-1	-3	13	-3	1.2	-5	0	-0.1	12	-7	-3
O=C(c1ccc(N2C(=O)CCC2=O)cc1)N1CCOCC1	-12	-2	-41	27	-4.2	-4	10	16	6	3	-1
Cc1sc2ccccc2c1CNC[C@H]1O[C@@H](n2cnc3c(N)ncnc32)[C@H](O)[C@@H]1O	-5	nt	-7	-22	-1.7	4	-3	1.0	-15	-4	-27

Continued:
SMILES	dFosB activator	NSD2 HMT inh	PfHsp90 yeast 2	Mot1-301 SUMO	CDK5 p35 inh	cardiac RTF act	Cardiac RTF inh	LANA DNA inh	PvdQ inh	Keap1-Nrf2 PPI	Rtt109 HAT inh
CC(=O)/C=C1/C(=O)Nc2ccccc21	1	-3	14	10	-3.9	10	-9	-0.7	2	-19	5
CC(=O)OC1CCC2C3CCC4OC(=O)CCC4C3CCC12C (configuration not stated)	-4	-2	nt	nt	0.3	-6	0	0.4	-7	-9	-2
Cc1ccc(NC(=O)CC2C(=O)N(Cc3ccccc3)C(=S)N2NC(=O)c2ccccc2)c(C)c1 (configuration not stated)	5	0	-16	249	2.2	-3	2	0.3	10	-7	23
CC(=O)c1ccc(Nc2nc(N3CCOCC3)nc(N3CCOCC3)n2)cc1	-7	1	-14	0	-0.9	-4	-9	-1.3	-17	-5	0

Compound activity (PubChem BioAssay)
